Source: PubChem (several laboratories)
CAL PDZ FP-1 = human CAL PDZ-peptide interaction inhibition; Q9HD26; purified CAL PDZ, TMR-peptide fluorescence polarization, 1 h; inhibition, % at 20 µM; 330,000 compounds, 0.02% hits; AID 504414;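 active means highest replicate inhibition of at least 40%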;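 further: plate controls were DMSO neutral control wells for no effect and unlabeled competitor peptide control wells for full effect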
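Test system: tagged CAL PDZ domain / Buffer or medium: sodium phosphate/NaCl buffer pH 7.4 with TCEP, IgG, Thesit / Reagent: TMR-labelled reporter peptide T*-PRC34 bound in PDZ groove / Compound dosing: single point, 20 µM / Schedule: 1 h incubation at room temperature before polarization reading / Technique: fluorescence polarization (mP) / Benchmarks: unlabelled peptide, DMSO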
V-ATPase pH = alters yeast V-ATPase proton transport; 350,000 compounds, 0.37% hits; S. cerevisiae, pHLuorin cytosolic pH fluorescence; AID 504577; response, % at 10 µM; in the data active means response mostly above about 7.3%, no sharp cut-off; inactive means mostly below about 5.4%; further: actives read high; inactives centre near 0; some compounds called inactive have numbers as strong as hits
CAL PDZ FP-2 = inhibitors of human CAL PDZ peptide binding; Q9HD26; purified CAL PDZ, TMR-peptide fluorescence polarization, 1 h; 300,000 compounds, 0.92% hits; AID 602252; inhibition, % at 24.9 µM;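 active means mean inhibition of at least 30% with at least half of replicates also reaching 30%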;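 further: 0% = DMSO neutral control and 100% = excess unlabeled competitor peptide PRC23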
Tat transport = inhibitors of E. coli Tat protein transport | inhibition, % at 10 µM | E. coli MC4100 TorA-mCherry Tat export, fluorescence | 340,000 compounds, 0.036% hits;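 active means mean replicate inhibition at least 50% and at least half of replicates individually reaching 50%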;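 further: exported cargo escapes ClpAP degradation while cytoplasmic cargo is degraded and loses fluorescence; 0% = median of neutral control wells and 100% = median of NaSCN control wells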
Rtt109 Vps75 = C. albicans Rtt109 histone acetyltransferase inhibition; Q5AAJ8; inhibition, % at 34.9 µM; purified Rtt109/Vps75, ThioGlo CoA-SH fluorescence, 4 h; 330,000 compounds, 0.16% hits;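 active means inhibition of at least 50% in every replicate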
Target sequence (Q5AAJ8 whole entry, looked up): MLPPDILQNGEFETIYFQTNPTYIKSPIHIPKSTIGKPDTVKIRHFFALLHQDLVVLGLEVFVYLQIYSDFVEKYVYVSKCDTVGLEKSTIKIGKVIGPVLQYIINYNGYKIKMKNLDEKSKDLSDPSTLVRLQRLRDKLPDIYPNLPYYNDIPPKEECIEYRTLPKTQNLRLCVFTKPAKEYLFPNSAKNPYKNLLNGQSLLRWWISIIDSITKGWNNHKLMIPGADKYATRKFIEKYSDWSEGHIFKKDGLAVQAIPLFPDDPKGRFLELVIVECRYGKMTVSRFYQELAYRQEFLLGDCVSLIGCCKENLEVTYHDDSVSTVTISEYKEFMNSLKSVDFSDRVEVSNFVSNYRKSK
cardiac RTF act = cardiac RTF calcium sensitization. P19429+P45379. IANBD-labeled TnC RTF fluorescence at EC20 calcium; 0% EC20 calcium, 100% full calcium. activation, % at 7.2 µM. 340,000 compounds, 0.24% hits. AID 493008;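 active means activation above the mean over all tested compounds plus 3 SD, cut at about 30% in these data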;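 further: rise in fluorescence read as greater calcium sensitivity of cardiac thin filaments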
MITF act = increases MITF-driven TRPM1 promoter luciferase signal | SK-MEL-5 TRPM1-promoter luciferase, 24 h; % of positive control, neutral wells = 0 | activation, % at 12.5 µM | 300,000 compounds, 0.75% hits | AID 588334;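 active means mean activation of at least 80% with every replicate also reaching 80%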;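 further: 0% = neutral control wells and 100% = parthenolide positive control wells; values of inactives mirror those of a sister screen read the other way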
CDK5 inh = blocks human CDK5/p35 kinase activity | 330,000 compounds, 0.01% hits | inhibition, % at 10 µM | Q00535+Q15078 | Recombinant CDK5/p35, ADP-Glo luminescence, 60 min;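 active means highest replicate inhibition of at least 50% and at least 75% of replicates reaching 50%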;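 further: plate controls were DMSO neutral control for no effect and GW8510 at 10 µM for full effect; many of its hits are not listed in these tables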
Target sequence (Q00535 whole entry, looked up): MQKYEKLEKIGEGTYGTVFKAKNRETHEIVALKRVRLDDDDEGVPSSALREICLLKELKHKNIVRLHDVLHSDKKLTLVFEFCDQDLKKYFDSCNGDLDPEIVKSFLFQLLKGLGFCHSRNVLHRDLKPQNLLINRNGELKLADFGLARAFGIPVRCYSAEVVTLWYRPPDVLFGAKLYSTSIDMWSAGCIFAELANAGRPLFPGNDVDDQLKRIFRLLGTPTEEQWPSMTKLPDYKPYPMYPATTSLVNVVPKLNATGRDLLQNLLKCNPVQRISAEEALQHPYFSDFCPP
Target sequence (Q15078 whole entry, looked up): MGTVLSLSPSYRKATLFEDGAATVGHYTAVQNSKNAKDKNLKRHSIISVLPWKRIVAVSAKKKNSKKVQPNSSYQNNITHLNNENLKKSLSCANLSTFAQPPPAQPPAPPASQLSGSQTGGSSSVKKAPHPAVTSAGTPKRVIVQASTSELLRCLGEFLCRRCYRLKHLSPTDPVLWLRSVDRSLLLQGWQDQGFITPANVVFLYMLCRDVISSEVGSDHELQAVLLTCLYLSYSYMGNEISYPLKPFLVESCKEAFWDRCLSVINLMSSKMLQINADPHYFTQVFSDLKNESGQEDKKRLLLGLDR
Wnt bcat act = Wnt/beta-catenin pathway activation | activation, % at 9.35 µM | 300,000 compounds, 1.2% hits | AID 743398 | Wnt/beta-catenin reporter cell assay, activator, plate reader; in the data active means activation above about 30%, passing the limit was not always enough;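 further: 0% = neutral control wells and 100% = positive control wells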
dFosB activator = enhances mouse delta FosB homodimer DNA binding. 340,000 compounds, 0.99% hits. AID 493131. activation, % at 25 µM. purified delta FosB, TAMRA-CDK5 oligo fluorescence polarization; percent of positive-control signal above neutral wells. P13346;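 active means mean activation above about 17%, with every replicate also reaching it, limit read from the data, passing the limit was not always enough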;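 further: fluorescence polarization rise as delta FosB binds a TAMRA Cdk5 AP-1 oligo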
Numbers without * were called inactive; / = no result given; & = joins results of further samples.

Every second line gives: CAL PDZ FP-1 | V-ATPase pH | CAL PDZ FP-2 | Tat transport | Rtt109 Vps75 | cardiac RTF act | MITF act | CDK5 inh | Wnt bcat act | dFosB activator
1	CSc1nnc(-c2cnccn2)n1Cc1ccccc1
    / | -1 | -2 | -6 | 8 | 4 | -9 | -1.2 | -1 | 1
2	CC(C)=CC(=O)OCc1cc([N+](=O)[O-])cc2c1OCOC2
    -0.9 | -1 | 1 | 8 | -3 | 2 | 48 | -0.3 | 41* | -9
3	O=C(CCN1C(=O)c2ccccc2S1(=O)=O)Nc1nc2c(s1)CCCC2
    -2.0 | 1 | 0 | 4 | 2 | -3 | 46 | 1.1 | / | -3
4	O=C1CN(C(=O)COc2ccccc2Cl)c2ccccc2N1
    -0.5 | -3 | 45* | -9 | -17 | -1 | 21 | -1.2 | 1 | 5
5	CCCNC(=O)c1onc(CSc2ccc(Cl)cc2)c1C(=O)NCCC(C)C
    -0.5 | -1 | -18 | 13 | 8 | 0 | 3 | 0.1 | 0 | -1
6	Cc1nn(C)c(=S)[nH]c1=S
    0.7 | -2 | 1 | -1 | -8 | 1 | -1 | -0.5 | -6 | 2
7	CCC(=O)N(CC(=O)Nc1sc(C)c(C)c1C(N)=O)C1CCCC1
    -0.5 | -2 | -7 | -12 | -6 | 4 | 0 | -4.1 | -2 | -4
8	O=C(CCCCN1CCCCC1)c1ccc2c(c1)Cc1ccccc1-2
    -2.6 | -1 | -5 | 7 | -4 | -2 | 0 | -0.1 | 0 | -12
9	COc1cccc(C(C(=O)NC2CCCC2)N(C(=O)c2csnn2)C2CC2)c1 (stereo unspecified)
    -2.2 | -3 | 1 | 1 | 12 | -7 | 3 | 2.7 | -1 | 3
10	CCn1cc(C(=O)N2CCN(c3ccccc3OC)CC2)c2cc(OC)c(OC)cc2c1=O
    1.3 | -1 | 5 | 1 | 1 | 6 | -4 | -0.2 | 11 | -2
11	Cc1ccccc1S(=O)(=O)/N=C(/Nc1c(C)n(C)n(-c2ccccc2)c1=O)c1ccccc1
    -0.7 | -2 | 40* | 2 | -2 | -2 | 2 | 1.1 | -3 | 2
12	CCOC(=O)c1ccc(S(=O)(=O)N2CCC(C(=O)NCc3ccccc3OC)CC2)cc1
    -1.7 | -3 | / | 1 | 14 | -4 | -3 | -0.1 | -1 | -15
13	CC(=O)Nc1ccc(NC(=O)c2c(C)noc2C)cc1
    -1.5 | 6 | -2 | 1 | -3 | 0 | -13 | -0.6 | -4 | -7
14	COc1cc(C(=O)OCc2csc(CC(=O)Nc3cc(C)ccc3C)n2)ccc1OC(F)F
    -1.0 | -3 | / | -5 | -6 | 2 | -2 | -0.5 | -1 | -1
15	C/C(N)=C(/C#N)C(=O)COC(=O)CSc1ccc2ccccc2c1
    0.3 | 1 | -6 | 9 | 18 | 1 | / | -0.9 | -3 | -5
16	Cc1ccc(-n2cc(CN3CCC(CO)(Cc4cccc(C(F)(F)F)c4)CC3)cn2)cc1
    -2.7 | -1 | 0 | 3 | / | -3 | -41 | 0.2 | -12 | 14
17	C/C(=N\N=C(N)N)c1ccc(Cl)c(Cl)c1
    -2.3 | 0 | 4 | -5 | 13 | 4 | 28 | 2.1 | -2 | -15
18	COc1cc2cc3c(N)c(C(=O)NCc4ccco4)sc3nc2cc1OC
    2.9 | 0 | / | -5 | 16 | -1 | / | -0.6 | 11 | -30
19	Cc1ccc2c(c1)[nH]c1c(N3CCN(Cc4ccccc4)CC3)ncnc12
    -2.8 | 3 | -6 | -8 | 7 | -15 | -11 | 3.0 | -11 | 1
20	Cc1cc(C)c(NC(=O)CS(=O)CC(=O)NCCN2CCCCCC2)c(C)c1 (stereo unspecified)
    -3.1 | 2 | -2 | -7 | 13 | -1 | 10 | 3.4 | -8 | -9
21	CN1CC[n+]2c(CN3C(=O)c4ccccc4C3=O)csc21
    0.9 | -1 | / | -13 | 3 | -6 | 3 | 0.6 | / | -3
22	CCOC(=O)c1ccccc1NS(=O)(=O)c1ccc(OC)cc1
    -1.5 | -5 | -5 | 2 | -1 | 1 | / | -1.8 | / | 2
23	Cc1nn(CC(=O)NCCc2cccs2)c(=O)c2nn(-c3ccccc3)c(C)c12
    -0.6 | -9 | / | -3 | 13 | -1 | 12 | 1.7 | -1 | -11
24	COC(=O)c1ccc(NC(=S)NC(=O)c2cccnc2)cc1
    0.7 | 1 | / | 3 | -3 | -6 | -2 | -0.5 | 2 | -2
25	C=CCOc1c(OC)cc(Cl)cc1C1NC(=O)NC(C)=C1C(C)=O (stereo unspecified)
    -0.9 | -1 | 0 | -7 | / | -3 | -8 | -2.6 | / | -4
26	CCC(=O)Nc1cccc2c1C(=O)N(C)C2=O
    -3.0 | 1 | 0 | 2 | -5 | 9 | / | -0.2 | / | 2
27	CCN(c1ccccc1)S(=O)(=O)c1ccc(OC)c(NC(=O)CNCC(C)O)c1 (stereo unspecified)
    -0.9 | -1 | -5 | -6 | -2 | 0 | -2 | 0.9 | / | 3
28	COc1ccc(-c2nnn(Cc3ccccc3F)n2)cc1
    -1.3 | -1 | -3 | -1 | -9 | -3 | 108* | -0.7 | / | -5
29	Nc1c(-c2cccs2)cnc2c(-c3ccc(F)cc3)cnn12
    / | -2 | -4 | -1 | -2 | 8 | 71 | -0.7 | 54* | -2
30	Cc1c(OCC(=O)NC(Cc2ccc(Cl)cc2)C(=O)O)ccc2c(-c3ccccc3)cc(=O)oc12 (stereo unspecified)
    -1.4 | 2 | 1 | 18 | 0 | 5 | -1 | -0.3 | -1 | -11
31	Cc1ccc(S(=O)(=O)NCCC(=O)Nc2cccc(S(N)(=O)=O)c2)cc1C
    -0.9 | -2 | / | 2 | -1 | -4 | 0 | -0.3 | -2 | -3
32	Brc1cccc(-c2nnc3n2CCCCC3)c1
    -1.3 | -3 | 1 | -2 | -5 | 8 | -1 | 1.0 | / | 3
33	COc1ccc(S(N)(=O)=O)cc1C(=O)NCCCN1CCN(c2ccc(C)cc2)CC1
    0.0 | 0 | -1 | 2 | -2 | 3 | -8 | -0.3 | / | 0
34	CC(=O)N(c1cccc(Cl)c1)c1nc(C)cc(C)c1C#N
    -0.4 | -4 | 13 | 1 | 1 | -4 | -10 | 0.5 | 1 | 2
35	Cc1ccc2c(CN3CCC(C)CC3)cc(=O)oc2c1
    -0.5 | 0 | 2 | -11 | 3 | -1 | 48 | 1.5 | / | -12
36	c1ccc(-c2ncnc3cc4n(c23)CCC4)cc1
    -0.3 | 0 | -5 | 7 | -10 | -4 | 0 | -1.7 | -1 | -14
37	CSc1nc(-c2ccccc2)[nH]c(=S)c1C(C)=O
    -1.0 | 0 | 0 | -5 | -30 | -2 | -1 | 3.5 | / | 2
38	CC(C)CC(=O)N1CCN(Cc2cccc([N+](=O)[O-])c2)CC1
    0.3 | 1 | / | -3 | -15 | -1 | / | -3.7 | -2 | -3
39	O=C(c1cc2ccccc2o1)N1CCN(c2ccccc2Cl)CC1
    -1.8 | 3 | -2 | 13 | 4 | -1 | 11 | 0.2 | 3&-4 | -3
40	CC(=O)Nc1nnc(SCc2cc(=O)c(OC(=O)c3ccccc3)co2)s1
    -2.8 | -4 | -2 | 2 | -1 | -2 | -1 | 1.3 | -1 | 9

(continued)
# | canonical_smiles | CAL PDZ FP-1 | V-ATPase pH | CAL PDZ FP-2 | Tat transport | Rtt109 Vps75 | cardiac RTF act | MITF act | CDK5 inh | Wnt bcat act | dFosB activator
41 | Cn1c[n+](C)cc1-c1ccc(/C(N)=N/O)cc1 | -1.4 | 1 | 3 | -2 | -2 | -3 | 18 | 0.9 | -4 | 6
42 | CCOC(=O)c1[nH]c(C)c(C(=O)N(C)C)c1C | 0.4 | 5 | -2 | 5 | 9 | 0 | -3 | -1.3 | -3 | 1
43 | Cc1nnc(SCC(=O)Nc2cccc(C(F)(F)F)c2)n1Cc1ccco1 | -3.2 | -6 | -28 | -2 | 4 | -6 | 3 | -0.5 | / | -6
44 | CC(=O)Cc1nsc(Nc2ccccc2)n1 | -4.4 | -2 | -5 | -7 | -5 | 15 | / | 1.0 | / | 1
45 | O=CN1CCN(C(=O)Cc2ccc([N+](=O)[O-])cc2)CC1 | -3.3 | 0 | -3 | 2 | 8 | 1 | 3 | -0.6 | 0 | -2
46 | COc1ccc2occ(C(=O)c3coc4ccc(O)c(CN(C)C)c34)c2c1 | -2.3 | -2 | / | 6 | 6 | 1 | 19 | -1.4 | / | -3
47 | COc1ccc(NC(=O)C2CCN(C(=O)c3ccco3)CC2)c(OC)c1 | -2.8 | -9 | -3 | -9 | 5 | 5 | / | 1.3 | -1 | -9
48 | CN1CCN(c2ccccc2NC(=S)NC(=O)c2cc3ccccc3o2)CC1 | -2.1 | 1 | -6 | 3 | -4 | -1 | -55 | 0.2 | 0 | -2
49 | Cc1cc(OC(C)C(=O)NCC2CCC(C(=O)O)CC2)c2c(C)c(Cc3ccccc3)c(=O)oc2c1 (stereo unspecified) | -1.1 | 0 | -6 | 7 | 8 | -5 | 2 | -0.7 | -1 | -10
50 | CCOC(=O)c1sc(=S)n(-c2cccc(OC)c2)c1N | -0.3 | -4 | / | -11 | -3 | -3 | -4 | -1.8 | -1 | -1

A draw from above in order of number of heavy atoms, highest first.
# | canonical_smiles | CAL PDZ FP-1 | V-ATPase pH | CAL PDZ FP-2 | Tat transport | Rtt109 Vps75 | cardiac RTF act | MITF act | CDK5 inh | Wnt bcat act | dFosB activator
10 | CCn1cc(C(=O)N2CCN(c3ccccc3OC)CC2)c2cc(OC)c(OC)cc2c1=O | 1.3 | -1 | 5 | 1 | 1 | 6 | -4 | -0.2 | 11 | -2
8 | O=C(CCCCN1CCCCC1)c1ccc2c(c1)Cc1ccccc1-2 | -2.6 | -1 | -5 | 7 | -4 | -2 | 0 | -0.1 | 0 | -12
28 | COc1ccc(-c2nnn(Cc3ccccc3F)n2)cc1 | -1.3 | -1 | -3 | -1 | -9 | -3 | 108* | -0.7 | / | -5

(listing goes on)
# | canonical_smiles | CAL PDZ FP-1 | V-ATPase pH | CAL PDZ FP-2 | Tat transport | Rtt109 Vps75 | cardiac RTF act | MITF act | CDK5 inh | Wnt bcat act | dFosB activator
51 | CCOc1cc(C(=O)Nc2cc(=O)n(C)c(=O)n2C)cc(OCC)c1OCC | -0.1 | / | 2 | -1 | -3 | 13 | 8 | 1.0 | / | -6
52 | CC(C)C[C@H](NC(=O)N1CCn2c1nc1ccccc12)C(=O)N[C@H](Cc1ccccc1)C(=O)O | -0.1 | 2 | -6 | 4 | 5 | -1 | -8 | -2.7 | -2 | -4
53 | COc1ccc(CCNC(=O)Cc2ccccc2)cc1OC | -0.4 | 4 | 0 | -1 | 23 | -3 | 7 | 0.2 | 0 | 3
54 | Oc1ccc(N=Nc2ccc3ccccc3c2)cc1 | -1.1 | 5 | 3 | 11 | -2 | -5 | / | 3.7 | 16 | 6
